Assay outcomes (PubChem BioAssay)
Autophagy HCS = autophagy modulation, high-content screen; calls only at 10 µM (by protocol); MEF GFP-LC3 puncta imaging; test concentration mostly 10 µM; actives 0.98% (n = 190,000); AID 463193;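 active = percentage of spot-positive cells more than 3 SD above its plate mean, without a fluorescence outlier flag or 80% toxicity; inconclusive = no clear call, values can overlap the other calls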;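 also: spot-positive cell cutoff set from DMSO-treated cells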
T cell HTS = T cell immune modulation candidate; calls only at 7 µM; 2C CD8+ T cell-vesicle binding, flow cytometry; active compounds read low; actives 0.068% (n = 330,000); AID 2052;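 active = response, share of CD8 T cells binding vesicles, and their 90th percentile fluorescence all below set limits, cut at about 80% in these data, passing the limit was not always enough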
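Material: 2C TCR transgenic mouse naive CD8+ T cells, MACS-purified. Also added: QL9-charged Drosophila Ld/ICAM-1/B7-1 vesicles. Timing: binding 1.5 h at 37 °C. Measured by: high-throughput flow cytometry with anti-B7-1 and anti-CD8 staining. Read-out: percent CD8+ FL2 mean versus row control. Controls: Unloaded micro-vesicles (low), QL9 vesicles with 0.7% DMSO (high).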
PhoP inhibition = PhoP-dependent GFP reporter repression – Salmonella Typhimurium, primary screen (AID 1863); S. Typhimurium PhoP-regulated promoter GFP reporter, 4 h; higher % means a stronger effect; inhibition, % at 50 µM; hits with a dose series show IC50 in µM; actives 0.16% (n = 300,000);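 active = inhibition over 29.93%, a cutoff 3 SD above the screen mean, later confirmed by dose response; inconclusive = inhibition over 29.93% but no dose response follow-up; inactive = inhibition at most 29.93% or unconfirmed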;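 also: 0% = low Mg2+ inducing control and 100% = high Mg2+ repressing control; strong numbers were not always called active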
MT stabilize HCS = microtubule stabilizers in HeLa cells; HeLa tubulin immunostaining HCS, 24 h; share of cells brighter than vehicle mean+2SD; % tubulin-high responders, % at 10 µM; actives 0.83% (n = 200,000); AID 2205;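 active = plate Z-score above 3 for both tubulin-high and condensed-nucleus cell shares, with cell loss under 80%, at 10 µM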;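 also: anti alpha tubulin signal scored within the nucleus-defined area of each cell; some results filed as inactive read as strong as hits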
CSM14.1 death rescue = rescue of cells from ER stress-induced death, primary screen, 384-well, CSM14.1, thapsigargin, ATP luminescence (AID 1222); CSM14.1 thapsigargin-induced death rescue, ATP luminescence; higher % means a stronger effect; 190,000 tested, under 10 active; cellular ATP content (survival), % at 20 µM, or EC50 in µM where a hit was titrated;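 active = EC50 below 50 µM in the dose-response confirmation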;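 also: death triggered by thapsigargin at about 15 µM added after 2 h compound pretreatment; cell ATP read after overnight thapsigargin exposure of roughly 18 to 22 hours; normalized against plate controls of thapsigargin alone and 5% DMSO vehicle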
Insulin prom up = MIN6 insulin promoter up-regulation. MIN6 insulin promoter-GFP reporter, high-content imaging; active compounds read high. z-score at 5 µM. actives 0.3% (n = 190,000). AID 1625;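 active = z-score above 3 at 5 µM with at least 500 cells counted in the well; inconclusive = wells under 500 cells, flagged as cytotoxic or low count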
Dynein cargo inh = dynein cargo transport inhibition. 3617.4 mouse cells, GR-EGFP nuclear translocation imaging; test concentration mostly 20 µM; stimulated with dexamethasone, 1 µM; active compounds read low. AID 1381. z-score, hits read low. actives 0.47% (n = 220,000);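 active = plate z-score of nuclear minus cytoplasmic receptor signal below a set negative limit, without overly bright fluorescence or cell loss, cut at about -3.5 in these data, passing the limit was not always enough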;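 also: z-score of nuclear minus cytoplasmic ring GR-EGFP intensity difference per well; some compounds called inactive have numbers as strong as hits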
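Medium: Induction medium lacking tetracycline, stripped serum | Probe or stimulus: 1.0 µM final dexamethasone stimulus | Schedule: 48 h induction, then 1 h compound, then 30 min agonist, 37 °C | Signal: Automated 10x imaging of fixed Hoechst-stained cells | Evaluation: Per-cell GR-EGFP intensity, nucleus versus surrounding cytoplasmic ring, well-averaged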
Lipid droplet = hepatic lipid droplet formation modulation. AML12 mouse hepatocytes, oleate lipid droplets, BODIPY imaging. inhibition, % at 6.5 µM. actives 0.4% (n = 240,000);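 active = lipid droplet intensity inhibited by at least 50%, with more than 500 cells counted; inconclusive = wells with under 300 cells, treated as cytotoxic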
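Material – mouse AML12 hepatocyte cell line, fixed after treatment · Compound dosing – one dose, 6.5 µM compound · Times – compound with oleate, overnight · Measured by – Image-based BODIPY and DAPI two-channel analysis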
bCat nuc transl = alters nuclear translocation of beta-catenin in HeLa cells; immunofluorescence imaging; nuclear translocation activity, % at 5 µM; actives 0.3% (n = 190,000); AID 1665;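 active = nuclear translocation activity above 50% at 5 µM, with a well cell count of 50 or more; inconclusive = wells under 50 cells across six images, flagged as toxic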;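 also: per-cell ratio of nuclear to cytoplasmic median beta-catenin stain intensity; plate controls were DMSO negative control for no effect and GSK-3 inhibitor IX positive control for full effect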
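Technique: fluorescence imaging of beta-catenin antibody stain plus DAPI / Material: human HeLa cell line / Incubation: compound treatment 24 h, 37°C, 5% CO2 / Read-out basis: % activation of per-cell nuclear versus cytoplasmic median beta-catenin signal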
Dynein cargo inh cytoplasmic EGFP = further read-out of Dynein cargo inh, marked with its call; z-score; measured here: cytoplasmic GR-EGFP intensity; active compounds read high
Dynein cargo inh nuclear GR-EGFP = second read-out of Dynein cargo inh, no call of its own (marks repeat the call); z-score; measured here: nuclear GR-EGFP intensity;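 lower value marks the stronger effect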
Dynein cargo inh cell count = also measured in Dynein cargo inh; calls as there; z-score; measured here: cell count per field
Insulin prom up cell count = second read-out of Insulin prom up, no call of its own (marks repeat the call); cell count; measured here: cytotoxicity, nuclei count;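 total cells summed across four imaged fields per well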
Lipid droplet cells 6.5 µM = also measured in Lipid droplet; calls as there; cell count; measured here: cell count, cytotoxicity flag;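 cells counted across two imaged fields per well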
bCat nuc transl cell count 5 µM = recorded beside bCat nuc transl, whose call it bears; cell count; measured here: cell count, cytotoxicity flag
T cell HTS vesicle-bound % = second read-out of T cell HTS, no call of its own (marks repeat the call); double positive events, %; measured here: CD8+ vesicle-bound cell fraction;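 binding gate set so that unloaded-vesicle control wells show 10% double positive cells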
MT stabilize HCS Hoechst-high % = further read-out of MT stabilize HCS, marked with its call; % Hoechst-high responders; measured here: nuclear condensation Hoechst responders;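 share of cells brighter than vehicle mean plus two SD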
MT stabilize HCS cytotoxicity % = recorded beside MT stabilize HCS, whose call it bears; toxicity, %; measured here: cytotoxicity by cell density;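 0% = mean cell density of plate MIN control wells and 100% = no cells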
Autophagy HCS cell loss 18 h = further read-out of Autophagy HCS, marked with its call; toxicity, %; measured here: cell loss, nuclei count;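 cell loss after 18 h compound exposure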
Numbers without * were called inactive; i = inactive; ? = inconclusive; nt = not tested or not shown.

SMILES | Autophagy HCS | Autophagy HCS cell loss 18 h | T cell HTS | T cell HTS vesicle-bound % | PhoP inhibition | MT stabilize HCS | MT stabilize HCS Hoechst-high % | MT stabilize HCS cytotoxicity % | CSM14.1 death rescue | Insulin prom up | Insulin prom up cell count | Dynein cargo inh | Dynein cargo inh cytoplasmic EGFP | Dynein cargo inh nuclear GR-EGFP | Dynein cargo inh cell count | Lipid droplet | Lipid droplet cells 6.5 µM | bCat nuc transl | bCat nuc transl cell count 5 µM
CC(Cc1cccs1)NC(=O)Nc1cccc(Cl)c1 (stereo unspecified) | i | 23 | i | 29 | -8% | 2.0 | 1.5 | 5.4 | -0.7% | ? | nt | -0.58 | -0.31 | -0.083 | 0.14 | -8 | 727 | -1.4 | 1068
O=C(c1cccs1)N1CCN(C/C=C/c2ccccc2)CC1 | nt | nt | i | 19 | -15% | 2.2 | 1.8 | 6.5 | 0.2% | 0.66 | 747 | -0.99 | -0.19 | -0.21 | 0.48 | 1 | 736 | -1.7 | 1191
Cc1ccc(S(=O)(=O)N(C(=O)c2ccncc2)c2ccc(OC(=O)c3ccncc3)cc2)cc1 | i | 6 | i | 51 | 7% | 3.5 | 1.4 | 3.5 | -2.0% | 0.52 | 1312 | 0.39 | -0.21 | 0.33 | -0.64 | -2 | 610 | -1.3 | 949
COc1ccc(C(=O)Nc2ccc(Cl)c(Cl)c2)c(OC)n1 | i | 2 | i | 12 | -13% | 4.4 | 1.9 | 5.3 | nt | -0.35 | 1223 | -1.2 | -0.043 | -0.79 | 1.2 | 28 | 677 | -1.4 | 1068
COc1cccc(Cn2c(=O)c3ccccc3n3nc(C)cc23)c1 | i | 1 | i | 15 | -5% | 2.8 | 2.1 | 0.1 | 3.1% | -0.71 | 1527 | 2.3 | -0.12 | 1.4 | -1.6 | 44 | 699 | -0.5 | 1031
CCOc1ccc(C(=O)N2CCCC2)cc1OC | i | -1 | i | 41 | 9% | 4.1 | 3.6 | 6.8 | -0.7% | 1.1 | 1916 | 0.075 | -0.29 | -0.17 | 0.91 | 7 | 623 | -3.2 | 1100
Cc1ccccc1NC(=O)c1c([N+](=O)[O-])c(C(C)(C)C)nn1C | i | -1 | i | 48 | -3% | 1.5 | 3.6 | 16 | 0.7% | 0.17 | 1244 | 0.49 | -0.25 | -0.12 | 0.11 | -11 | 628 | 0.5 | 558
C=CCC1(N(C(C)=O)c2ccccc2C)CCCCC1 | i | -4 | i | 33 | -4% | 1.7 | 2.2 | 7.2 | 2.4% | 0.16 | 1539 | 1.5 | 0.045 | 0.78 | -1.8 | -52 | 712 | 0.8 | 1042
COc1ccc(/C=N/NC(=O)CCc2c(C)n[nH]c2C)cc1O | i | 3 | i | 38 | 2% | 1.4 | 1.4 | 6.3 | -0.6% | 1.1 | 864 | 0.089 | -0.22 | 0.1 | -0.049 | 2 | 766 | nt | nt
Cc1ccc(-c2nnc(SCC(=O)N3CC(C)CC(C)C3)o2)cc1C (stereo unspecified) | i | 14 | i | 61 | -6% | 2.9 | 2.4 | 4.2 | 0.5% | -1.7 | 1019 | -1.2 | -0.23 | -0.44 | 1.4 | -11 | 729 | -2.5 | 1073
CCn1c(COc2ccccc2C)nnc1SCC(=O)CC(=O)Nc1ccccc1 | i | 21 | i | 52 | 7% | 5.4 | 3.1 | 0.6 | 0.4% | 0.25 | 1105 | 0.89 | -0.21 | 0.85 | -0.76 | nt | nt | -3.0 | 1030
CSc1cccc(NC(=O)c2nnn(Cc3ccccc3)c2N)c1 | i | -11 | i | 27 | 10% | 5.6 | 2.8 | 8.1 | -0.5% | 0.47 | 1164 | -0.3 | -0.33 | 0.045 | 0.13 | nt | nt | -0.1 | 1380
C/C(CC(=O)Nc1ccccn1)=N\NC(=O)C(=O)Nc1ccccc1C | i | -15 | i | 30 | -13% | 3.0 | 1.5 | 4.4 | 5.7% | 0.1 | 1568 | 0.36 | -0.096 | 0.53 | 0.1 | nt | nt | 0.5 | 1333
Cc1noc(C)c1COc1ccc(C(=O)OCC(=O)Nc2ccc3c(c2)OCO3)cc1 | i | -2 | i | 34 | -3% | 1.5 | 1.4 | 3.4 | -0.6% | -1.1 | 1278 | -0.57 | -0.23 | -1 | 0.39 | nt | nt | 0.1 | 1353
Cc1ccccc1NC(=O)c1ccc(Cn2cc([N+](=O)[O-])cn2)o1 | i | -8 | i | 42 | -9% | 2.3 | 2.1 | 8.8 | 1.2% | 0.11 | 1406 | -0.75 | -0.24 | -0.47 | -0.57 | -2 | 574 | -0.6 | 1075
N/C(=C\C(=O)c1cc(Cl)ccc1O)C(Cl)(Cl)Cl | nt | nt | i | 36 | -4% | nt | nt | nt | nt | -0.09 | 794 | -5* | 0.75* | -2.6* | 0.95* | -10 | 669 | 0.4 | 1269
O=C(N/N=C1\NC(=O)C(CO)(CO)S1)c1ccccc1 | nt | nt | i | 50 | -2% | nt | nt | nt | nt | 1.2 | 1113 | 0.03 | -0.27 | -0.39 | 0.69 | 0 | 720 | -2.0 | 1244
N#Cc1ncc(-c2ccc3c(c2)OCCOCCOCCOCCO3)nc1C#N | i | 3 | i | 34 | -8% | 2.3 | 3.1 | 5.6 | -3.0% | 1.1 | 1238 | -2 | 0.035 | -1.1 | 0.03 | -6 | 547 | -2.4 | 987
OCCN1CCN(c2nc(N3CCCCC3)nc(N3CCCCC3)n2)CC1 | i | -9 | i | 37 | 14% | 3.9 | 2.9 | 9.3 | 1.3% | -0.29 | 1546 | -1.1 | -0.34 | -0.41 | 0.66 | nt | nt | 2.5 | 1260
Cc1ccc(S(=O)(=O)N/N=C\c2cc3c(cc2[N+](=O)[O-])OCO3)cc1 | i | 10 | i | 45 | 2% | 3.2 | 2.4 | 9.1 | -0.6% | 0.44 | 1887 | 1.3 | 0.13 | 0.64 | -1.9 | 8 | 659 | 0.7 | 1029
COc1ccc(NC(=O)c2cc(-c3cccc(OC)c3)on2)cc1 | i | 8 | i | 33 | -9% | 2.8 | 2.9 | 6.6 | 0.1% | -0.35 | 1266 | -0.0057 | -0.28 | 0.2 | 0.89 | -4 | 648 | 0.6 | 1089
CCc1ccc(OCC(=O)N/N=C(\C)c2ccc(OC(F)F)cc2)cc1 | i | -6 | i | 54 | 3% | 3.6 | 3.0 | 7.2 | -1.5% | -0.18 | 1405 | -0.23 | 0.085 | 0.6 | -1.2 | -1 | 702 | -0.3 | 919
O=C(CN1CCC(Cc2ccccc2)CC1)NCCc1ccc(F)cc1 | i | 5 | i | 40 | -1% | 2.3 | 2.2 | 16 | 1.3% | -0.9 | 1262 | -0.67 | -0.32 | 0.39 | 0.04 | 2 | 732 | -1.1 | 1010
CCc1cc2c(N[C@@H](Cc3c[nH]c4ccccc34)C(=O)O)ncnc2s1 | i | 3 | i | 50 | 0% | 3.4 | 2.1 | 8.3 | -2.7% | -0.76 | 1441 | -0.25 | -0.23 | -0.07 | 0.68 | 14 | 713 | -0.8 | 1086
O=C(CCc1nc(-c2ccccc2F)no1)NCCN1CCN(Cc2ccccc2)CC1 | i | -6 | i | 4 | -7% | 3.4 | 1.5 | 6.1 | 2.9% | -1.1 | 1016 | 1 | -0.23 | 0.49 | 0.41 | nt | nt | -8.7 | 958
Cc1ccc2c(Cl)cc(Cl)c(OCC(=O)OCC(=O)Nc3ccc(C#N)cc3)c2n1 | i | -4 | i | 5 | -5% | 2.4 | 1.1 | 0.4 | -1.8% | 0.69 | 1203 | -0.69 | -0.22 | -0.15 | 0.76 | -5 | 460 | 1.8 | 1032
CCN1CCCC1CN(Cc1cc2ccc(C)cc2[nH]c1=O)C(=S)Nc1ccc(OC)cc1 (stereo unspecified) | i | -13 | i | 44 | -1% | 3.0 | 3.2 | 7.7 | -2.4% | 0.29 | 2247 | -0.16 | -0.32 | -0.46 | 0.58 | -4 | 416 | -0.7 | 949
O=C(O)CSc1nnc(-c2ccc3c(c2)OCO3)o1 | i | -10 | i | 53 | 2% | 1.1 | 1.6 | 7.0 | 0.5% | -0.05 | 888 | -0.24 | -0.15 | 0.18 | 0.61 | 0 | 762 | -1.9 | 1199
COc1ccc2c(c1)-c1c(sn(-c3ccccc3)c1=S)C(C)(C)N2 | i | -9 | i | 34 | -7% | 3.2 | 2.5 | 4.4 | -0.3% | -0.36 | 1400 | -0.38 | -0.095 | -0.39 | 0.32 | 25 | 628 | 4.5 | 503
